# Screening data (PubChem)
# mHTT-CaM PPI inh: inhibitors of human mutant huntingtin-calmodulin interaction; P42858; inhibition, % at 15 µM; 190,000 tested, 3.6% active; AID 1671202; AlphaScreen His-mHTT/GST-CaM binding, luminescence;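 also: 0% = both proteins with DMSO and 100% = one protein alone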
# Pf apPOL block: Pf-apPOL DNA polymerase inhibition | AID 1794808 | inhibition, % at 10 µM | Recombinant Pf-apPOL, molecular beacon fluorescence, 1.5 h | 210,000 tested, 0.25% active
# * marks the source's active call; other numbers are inactive results; . = not tested or not shown; & = joins results of further samples. Rule as the data show it: active = inhibition above about 50%; inactive = the rest. These rows are one share of the data. The share of hits here may be higher or lower than overall.
SMILES,mHTT-CaM PPI inh,Pf apPOL block
COc1cccc2sc(N(Cc3cccnc3)C(=O)CCSc3ccccc3)nc12,3.3,7.3
O=[N+]([O-])c1ccc2nc(CSc3nc4ccccc4s3)[nH]c2c1,5.0&0.3,21.0&-1.8
COc1nc(C)nc2onc(-c3ccc(C)s3)c12,-8.9,.
COc1ccc(C(=O)Nc2ccc3c(=O)cc(-c4ccc(C(C)(C)C)cc4)oc3c2)cc1OC,2.6,-5.2
CC(C)S(=O)(=O)c1ccc(CC(=O)N(CCc2ccccc2)Cc2ccccn2)cc1,-5.2,-13.6
Cc1ccc(-c2nc(Cn3ccnc3C)no2)cc1,3.1,0.4
CCn1c(C2CCN(S(=O)(=O)c3cccs3)C2)nc2cccnc21 (configuration not stated),-2.0,-7.5
CC1CCCCN1S(=O)(=O)c1ccc(NC(=O)c2ccco2)cc1 (configuration not stated),1.7,0.8
COc1cccc(CNC(=O)C2CCN(c3nccn4nc(-c5ccccc5)cc34)CC2)c1,11.4,0.7
O=C(CCCCCCCCC(=O)NNC(=O)c1ccco1)NNC(=O)c1ccco1,.,-1.8
COc1ccc(N2C(=O)C3C4C=CC(CC4)C3C2=O)c([N+](=O)[O-])c1 (configuration not stated),2.0,2.9
Cc1cc(C)n(-c2ccc(Nc3ccc(NC(=O)c4ccco4)cc3)nn2)n1,66.8*,-8.3
COc1cc(NC(=O)c2ccc([N+](=O)[O-])c(C)c2)ccc1NC(=O)c1ccco1,8.8,4.7
Cc1noc(C)c1S(=O)(=O)NC(C)Cc1ccco1 (configuration not stated),7.3,-0.4
O=c1/c(=C/c2ccccc2F)sc2nc(-c3ccc(Br)cc3)nn12,0.0,-3.5
NC(=O)C1CCN(C(c2cccc(F)c2)c2sc3nc(-c4ccco4)nn3c2O)CC1 (configuration not stated),-5.6,1.9
CC(=O)NC(=O)c1cc2cc(Br)ccc2oc1=Nc1ccc(C(C)=O)cc1,15.0,14.3
Cc1nnc(-c2ccc(OCC(=O)N(C(C)C)C(C)C)cc2)o1,-11.1,-0.4
O=C(C=Cc1ccc(-c2cccs2)s1)Nc1cccc(C(F)(F)F)c1,.,-11.3
O=C1c2ccccc2C(=O)C1(c1ccccc1)N1CCOCC1,9.2,0.9
Cc1ccc2oc(C(=O)Nc3ccc(F)c(Cl)c3)cc2n1,-5.4,-1.4
COCc1nn(CC2CC2)c2c1CN(S(=O)(=O)c1cnc[nH]1)CC2,2.1,-0.1
COc1ccccc1Nc1cc(C(F)(F)F)nc2c(OC)ccc(OC)c12,69.0*,6.3
O=C(c1cn2c(n1)CSCC2)N(Cc1ccccc1)Cc1ccco1,25.5,-6.0
O=C1CCCC2=C1C(c1cccc(OCc3ccccc3)c1)n1ncnc1N2 (configuration not stated),-1.6,-6.0

# Further entries:
SMILES,mHTT-CaM PPI inh,Pf apPOL block
CN(C)C(=O)c1cc2c(s1)CCC(C(=O)N1CCN(c3ccccc3)CC1)C2 (configuration not stated),0.1,-1.2
N#C/C(=C\c1cccc(F)c1)c1nc(-c2ccc3c(c2)OCO3)cs1,-7.1,-0.4
COCCCNC(=O)c1ccc(-n2nc(C)c3c2CC(C)(C)CC3=O)cc1,3.7,8.9
Brc1ccc(C=Nc2ccc3c(c2)OCCOCCOCCOCCO3)s1,-4.0,-6.4
Cc1cccc(-c2csc3c(=O)n(Cc4cccc(F)c4)cnc23)c1,-62.7,-2.6
Cc1ccc(NC(=O)CSc2n[nH]c(-c3cccc([N+](=O)[O-])c3)n2)c(C)c1,2.0,1.0
CC(C)CN(CC(C)C)S(=O)(=O)N1CCC(C(=O)NC(C)C)CC1,4.0,-7.0
Cc1ccc(CN2CCC3(CC2)N=C(c2cccc(F)c2)C(=O)N3)cc1,0.9,14.1
CSc1ccc(C(Nc2ccccn2)c2ccc3ccc(C)nc3c2O)cc1 (configuration not stated),78.0*,-8.6
O=C(NC1CCCCCCC1)C(Cl)Cl,-9.7,6.9
CC1CC(C)CN(CCCNC(=O)Cn2c(=O)oc3ccccc32)C1 (configuration not stated),-2.0,0.3
CN1C(=O)c2ccc(NC(=O)c3cc4ccccc4o3)cc2C1=O,6.6,-4.7
O=C(c1cc(F)ccc1Cl)N1CCc2c(nc3cc(-c4ccccc4)[nH]n3c2=O)C1,71.3*,2.7
Clc1ccc(-n2ncc3c(NC4CCCCC4)ncnc32)cc1,2.0,-8.2
Cc1ccc(-c2nccn3cc(C(=O)NCC(C)C)nc23)cc1,4.5,6.4
O=C(NCc1cccnc1)C1COC2(CCCCC2)N1C(=O)c1ccc(F)cc1F (configuration not stated),-5.6,-6.2
COC(=O)[C@H](CC(C)C)N(CCCc1cn(CC2CCCCC2)nn1)S(=O)(=O)c1ccc(F)cc1Br,-0.3,-4.4
Cc1ccc(N2C(=O)Nc3ccc(Br)cc3C2(O)C(=O)NCCCN(C)C)cc1C (configuration not stated),0.0,-5.0
Cc1cc(O)c(CN2CCOCC2)c2c1C(=O)C(=Cc1ccccc1)O2,5.3,-1.1
O=[N+]([O-])c1cccc(NCn2nnc3ccccc32)c1,-1.0,3.3
COc1ccc(C2Oc3ccc(Cl)cc3C3CC(c4ccco4)=NN32)cc1 (configuration not stated),37.0,-16.4
CCSc1nnc(-c2nn(C)c3c2CN(C(=O)c2ccc(C)cc2)CC3)n1C,6.8,1.8
Cn1ncc(C(=O)NC(=O)Nc2ccc(F)cc2)c1[N+](=O)[O-],.,-0.8
CN(C)C(=O)c1cc2c(s1)CCC(C(=O)NCc1cccc(Cl)c1)C2 (configuration not stated),4.4,-4.7
CC(=O)C1=C(O)C(=O)N(CCO)C1c1ccc(Br)cc1 (configuration not stated),-6.0,1.1

# One compound at a time, from the list above.
# COC(=O)[C@H](CC(C)C)N(CCCc1cn(CC2CCCCC2)nn1)S(=O)(=O)c1ccc(F)cc1Br reads mHTT-CaM PPI inh = -0.3; Pf apPOL block = -4.4
# Cn1ncc(C(=O)NC(=O)Nc2ccc(F)cc2)c1[N+](=O)[O-] reads mHTT-CaM PPI inh = .; Pf apPOL block = -0.8

# Next part:
SMILES,mHTT-CaM PPI inh,Pf apPOL block
COCCCNC(=O)c1cnn2c(C)c(Cc3ccccc3Cl)c(C)nc12,10.0,-28.1
CCCCOc1ccc(C(=O)NCc2cccnc2)cc1,-1.3,0.5
CC(=O)NC1C(Oc2ccccc2C)OC(COC(C)=O)C(OC(C)=O)C1OC(C)=O (configuration not stated),-0.7,-9.8
COc1ccccc1N=c1oc2ccccc2cc1C(N)=O,30.0,-4.8
CSc1cccc(NC(=O)N2CCc3nc(-c4ccccc4)ncc3C2)c1,3.7,-2.1
O=C(NC1CCCC1)c1cc2n(n1)CCCN(Cc1ccccc1)C2=O,-3.9,-1.8
COc1ccccc1CNC(=O)C(=O)NCC1CCCO1 (configuration not stated),0.9,-3.5
Cc1nc2c(C(=O)NCc3ccc(F)cc3)c[nH]n2c(=O)c1Cc1ccccc1F,46.0,1.0
Cc1ccccc1NC(=O)c1ccccc1Br,-0.1,0.6
CC1CCc2oc3cc([N+](=O)[O-])cc([N+](=O)[O-])c3c2C1 (configuration not stated),44.0,-4.9
COc1ccc(CN2CCN(C(=O)c3cccc(F)c3)CC2)cc1,-2.5,5.2
CCc1cccc(CC)c1NC(=O)C1CCCCC1,-5.1,-3.0
O=S(=O)(Cc1nc(-c2cccc(C(F)(F)F)c2)no1)c1ccc(Cl)cc1,-24.7,-0.8
COc1cccc(N2CCN(S(=O)(=O)c3ccc(C)cc3)C(C)C2=O)c1 (configuration not stated),-5.5,-1.9
Cc1ccc(-c2cc(C(F)F)nc(N3CCCC3)n2)cc1,-54.0,-3.3
CCCCOc1ccc2c(=O)c(Oc3ccccc3)coc2c1,-30.4,-1.0
O=C(c1ccc(S(=O)(=O)Cc2ccccc2F)c([N+](=O)[O-])c1)N1CCc2ccccc21,20.0,-7.0
COc1ccc(N2CCN(C(=O)C3CCc4nc(N5CCC(C)CC5)ncc4C3)CC2)cc1 (configuration not stated),13.5,-3.0
COCCCNC(=O)C1c2ccccc2CC(=O)N1Cc1ccccc1 (configuration not stated),12.9,1.8
Cc1noc(NS(=O)(=O)c2ccc(NC(=O)COc3ccc(C(C)C)cc3)cc2)c1C,17.5,-5.8
Cc1nc(C)c(-c2nnc(NC(=O)c3snnc3C)o2)s1,7.8,-0.2
O=C(Nc1nncs1)c1ccc(Oc2ccccc2)cc1,0.9,-1.6
Cc1noc(-c2cccn2Cc2ccccc2C)n1,-30.1,2.5
CN(C)S(=O)(=O)N1CCC(Oc2cccc(-n3cnnn3)c2)CC1,-8.8,3.9
O=C(NCc1ccco1)C(=O)Nc1ccc(F)cc1,-2.7,-12.2

# (list continues)
SMILES,mHTT-CaM PPI inh,Pf apPOL block
O=C(O)CCCCn1c(SCC(=O)c2ccc(Cl)cc2)nc2ccsc2c1=O,13.0,-0.1
CCOC(=O)CNC(=O)CSc1ncnc2c1nnn2CC,-1.8,-3.3
COc1ccc(C(C)NC(=O)CC23CC4CC(CC(C4)C2)C3)cc1 (configuration not stated),-7.1,0.0
CSc1ccc(NC(=O)CN2C(=O)C3CCCN3C(=O)c3cc(F)ccc32)cc1 (configuration not stated),9.6,-5.1
Cc1cccc(NC(=O)N2CCCC2c2ccccc2F)c1C (configuration not stated),-3.1,-3.9
COc1ccccc1C1CN(C(=O)c2cccs2)CC1C(=O)NC1CC1 (configuration not stated),-0.5,-5.0
O=C1OC2(CCCCC2)OC(=O)C1=CNc1ccccc1Cl,-5.9&-19.0,0.7&-0.6
CC(C)CNC(=O)Cc1c[nH]c2ncccc12,-9.1,1.2
COC(=O)C1CN(Cc2cn(CCC3OCCO3)nn2)CCS(=O)(=O)N1Cc1ccc(F)cc1 (configuration not stated),7.6,3.4
O=C1c2ccccc2C2N1CCCN2S(=O)(=O)c1ccccc1 (configuration not stated),.,-0.3
CCn1c(SCC(=O)Nc2cc(C)[nH]n2)nc2ccsc2c1=O,7.0,0.4
O=C1CCCN2N=C(SCC(=O)N3CCOCC3)SC2=N1,-2.0,0.1
CC1CCCCN1CC(=O)N1N=C(c2ccc(F)cc2)CC1c1cccn1C (configuration not stated),59.6*,-2.1
C=CC[n+]1c(C)csc1Nc1ccc(C(=O)O)cc1,-5.4,-3.4
Cc1cc(S(=O)(=O)n2nnc3ccccc32)c(C)cc1Br,-3.0,-3.5
COc1ccc(N2CCN(C(=O)C(C)C)C(C)C2=O)cc1 (configuration not stated),-1.7,2.8
CC(C)Cn1c(=O)c(N2CCN(C(=O)c3ccc(F)cc3)CC2)nc2ccccc21,-8.7,-2.6
NC(=O)C1=CN(C(=O)Nc2ccc(Cl)cc2Cl)CCC1C(F)(F)F (configuration not stated),.,-3.1
COc1ccc(OC)c(C2=C/C(=C\c3cccc(Cl)c3)C(=O)O2)c1,-10.0,5.6
CCN1CC=C2C(C#N)=C(N)C(C#N)(C#N)[C@H](c3ccsc3)[C@H]2C1,0.8,.
CC(=O)Nn1c([N+](=O)[O-])cnc1C,-0.2,-1.0
COc1ccc(-c2nc3n(n2)C(=O)CC(c2ccco2)S3)cc1 (configuration not stated),7.0,-2.5
Cc1cccc(CN2CCN(C3CCN(C(=O)Nc4ccc(C)cc4Cl)CC3)C2=O)c1,2.8,-2.8
N#CC(=Cc1ccccn1)c1cccc(C(F)(F)F)c1,.,-23.0
O=C(O)c1ccc(CN2CCOCC2)cc1,-1.7,-2.8

# Additional entries follow:
SMILES,mHTT-CaM PPI inh,Pf apPOL block
CC(C)CN1CCC(=O)N([C@H](CSc2ccccc2)Cc2ccccc2)CC1,28.2,-4.4
Cc1nn2c(CNC(=O)Cc3cccc(C(F)(F)F)c3)c(C)nc2s1,-2.6,0.1
Cc1ccc(C(=O)Nc2ccc(F)cc2F)cc1[N+](=O)[O-],5.0,-3.7
COc1cccc(N=c2oc3c(C)ncc(CO)c3cc2C(N)=O)c1,11.0,-2.5
C=CCn1cc(C(=O)Nc2ccc3c(c2)OCO3)c2nn(-c3ccccc3)c(=O)c-2c1,27.6,-4.0
O=[N+]([O-])c1cccc(-c2noc(-c3ccc(F)cc3)n2)c1,0.8,-4.3
O=C(c1ccccn1)N1CCCCC1c1nncn1Cc1ccccc1 (configuration not stated),-1.2,-0.9
NC(=O)CSc1nc2ccccc2c(=O)n1Cc1ccccc1,-3.2,-8.9
O=C(Nc1ccc(NC(=O)c2cccc(Br)c2)cc1)c1ccc([N+](=O)[O-])cc1,-6.3,-5.1
O=C(CCCC(=O)Nc1cccnc1)Nc1cccnc1,.,-3.8
CCC(C)Nc1ccc(-c2nc(-c3cccc(F)c3)no2)cn1 (configuration not stated),-13.4,-1.1
CC1(C(=O)O)CCC(C(=O)N2CCc3ccccc32)C1(C)C (configuration not stated),4.7&-3.0,-14.4&-4.1

# Grouped by structure, the compounds so far with a furan ring, fused or not.
SMILES,mHTT-CaM PPI inh,Pf apPOL block
CC1CCCCN1S(=O)(=O)c1ccc(NC(=O)c2ccco2)cc1 (configuration not stated),1.7,0.8
O=C(CCCCCCCCC(=O)NNC(=O)c1ccco1)NNC(=O)c1ccco1,.,-1.8
Cc1cc(C)n(-c2ccc(Nc3ccc(NC(=O)c4ccco4)cc3)nn2)n1,66.8*,-8.3
COc1cc(NC(=O)c2ccc([N+](=O)[O-])c(C)c2)ccc1NC(=O)c1ccco1,8.8,4.7
Cc1noc(C)c1S(=O)(=O)NC(C)Cc1ccco1 (configuration not stated),7.3,-0.4
NC(=O)C1CCN(C(c2cccc(F)c2)c2sc3nc(-c4ccco4)nn3c2O)CC1 (configuration not stated),-5.6,1.9
Cc1ccc2oc(C(=O)Nc3ccc(F)c(Cl)c3)cc2n1,-5.4,-1.4
O=C(c1cn2c(n1)CSCC2)N(Cc1ccccc1)Cc1ccco1,25.5,-6.0
CN1C(=O)c2ccc(NC(=O)c3cc4ccccc4o3)cc2C1=O,6.6,-4.7
COc1ccc(C2Oc3ccc(Cl)cc3C3CC(c4ccco4)=NN32)cc1 (configuration not stated),37.0,-16.4
CC1CCc2oc3cc([N+](=O)[O-])cc([N+](=O)[O-])c3c2C1 (configuration not stated),44.0,-4.9
O=C(NCc1ccco1)C(=O)Nc1ccc(F)cc1,-2.7,-12.2
COc1ccc(-c2nc3n(n2)C(=O)CC(c2ccco2)S3)cc1 (configuration not stated),7.0,-2.5
